Bioassay records from PubChem BioAssay.
FID counter: counter-screen for HCV NS3 helicase inhibitors: DNA intercalator displacement. DNA fluorescent intercalator displacement, fluorescence. inhibition, % at 7.9 µM. 290,000 tested, 0.17% active. AID 1845; in the data active means inhibition above about 37%;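 further: 0% = vehicle and 100% = reference compound; higher means more ethidium bromide displaced from hairpin DNA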
GPR7 antagonist: antagonists of human GPR7 (neuropeptides B/W receptor 1); P48145; GPR7-expressing cells, fluorescence antagonist assay; inhibition, % at 4.4 µM; 290,000 tested, 1.1% active; AID 1861; in the data active means inhibition above about 16%, passing the limit was not always enough;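 further: cells stimulated with the agonist NPW; 0% = agonist with vehicle and 100% = vehicle without agonist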
Target sequence (P48145 whole entry, looked up): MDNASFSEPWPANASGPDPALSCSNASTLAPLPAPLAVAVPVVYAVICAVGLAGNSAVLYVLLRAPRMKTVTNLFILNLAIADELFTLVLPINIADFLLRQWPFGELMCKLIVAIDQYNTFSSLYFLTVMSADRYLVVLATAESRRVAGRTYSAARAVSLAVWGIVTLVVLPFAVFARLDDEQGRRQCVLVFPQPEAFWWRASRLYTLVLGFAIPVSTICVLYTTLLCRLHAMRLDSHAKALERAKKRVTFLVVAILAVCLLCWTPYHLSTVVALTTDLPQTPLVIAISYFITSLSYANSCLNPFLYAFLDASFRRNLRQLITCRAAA
OXTR ag: agonists of human oxytocin receptor; activation, % at 3 µM; CHO-OTR cells, Fluo-8 calcium fluorescence; normalized: DMSO 0%, oxytocin 100%; 320,000 tested, 0.32% active; P30559;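 active means activation above the mean of all tested compounds plus 3 SD, cutoff set per screening run, cut at about 20% in these data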;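 further: peak over basal fluorescence ratio from a 100 s FLIPR kinetic read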
MEKK2 WT-MEK5: raises or lowers MEK5 binding to wildtype human MEKK2 PB1 domain | Q9Y2U5 | 290,000 tested, 1.1% active | binding response (% of control), % at 10 µM | bead flow cytometry, Alexa488-MEK5 binding to MEKK2 WT; actives lie on both sides; in the data active means binding response below about 67% or above about 130%
MEKK2mut PB1 HTS: signal of MEK5 binding to mutant human MEKK2 PB1 domain; bead flow cytometry, Alexa488-MEK5 binding to MEKK2 mutant; 290,000 tested, 0.35% active; AID 1530; percent response, % at 10 µM; in the data active means percent response above about 24%, passing the limit was not always enough; further: inactives centre near 1; some results filed as inactive read as strong as hits; reference of the scale not given here
MEKK3 PB1 HTS: modulators (inhibitors or enhancers) of MEK5 binding to human MEKK3 PB1 domain | bead-based flow cytometry, Alexa488-MEK5 binding to MEKK3; actives lie on both sides; 0 = blocked by unlabeled MEK5, 100 = vehicle | binding response (% of control), % at 10 µM | 290,000 tested, 1.4% active | AID 1529;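 active means binding response more than 3 SD above or below the average of its plate-row segment, actives on both sides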;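 further: Alexa488 bead fluorescence after subtracting the streptavidin-only scavenger bead signal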
Target sequence (Q99759 whole entry, looked up, the tested form may be a part): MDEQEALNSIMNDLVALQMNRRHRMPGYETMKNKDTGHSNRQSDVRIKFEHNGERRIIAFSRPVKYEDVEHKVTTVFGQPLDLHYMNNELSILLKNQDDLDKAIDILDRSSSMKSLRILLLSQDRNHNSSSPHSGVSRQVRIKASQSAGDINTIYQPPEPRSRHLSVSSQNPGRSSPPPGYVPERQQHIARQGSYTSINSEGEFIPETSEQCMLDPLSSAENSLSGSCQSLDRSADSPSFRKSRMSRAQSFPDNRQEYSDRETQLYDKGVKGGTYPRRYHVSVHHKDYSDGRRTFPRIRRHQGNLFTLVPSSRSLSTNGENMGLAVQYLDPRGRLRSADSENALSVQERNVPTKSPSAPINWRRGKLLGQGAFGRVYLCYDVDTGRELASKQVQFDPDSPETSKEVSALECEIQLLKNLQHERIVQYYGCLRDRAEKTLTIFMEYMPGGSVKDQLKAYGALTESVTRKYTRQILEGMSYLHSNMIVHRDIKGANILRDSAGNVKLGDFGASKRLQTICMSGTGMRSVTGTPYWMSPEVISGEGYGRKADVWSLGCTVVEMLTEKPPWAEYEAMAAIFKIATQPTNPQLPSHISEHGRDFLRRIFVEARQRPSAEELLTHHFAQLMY
NALP1 inh: blocks the NALP1 inflammasome reconstituted in yeast. AID 2071. 280,000 tested, 0.61% active. inhibition, % at 10 µM. S. cerevisiae NALP1/ASC/caspase-1 growth, X-gal OD620, 72 h; in the data active means inhibition mostly above about 24%, no sharp cut-off; inactive means mostly below about 32%; further: some compounds called inactive have numbers as strong as hits
PHOSPHO1 block: blocks human PHOSPHO1 phosphatase activity | Q8TCT1 | recombinant PHOSPHO1, absorbance phosphatase assay | inhibition, % at 13.3 µM | 290,000 tested, 1.1% active | AID 1565; in the data active means inhibition above about 60%
M18AAP inhibitor: blocks P. falciparum M18 aspartyl aminopeptidase | recombinant PfM18AAP, H-Glu-NHMec fluorogenic cleavage | inhibition, % at 7.35 µM | 290,000 tested, 1.2% active | AID 1822;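 active means inhibition above the campaign mean inhibition over all tested compounds plus 3 SD, cut at about 28% in these data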;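 further: 0% = plate median of test compound wells and 100% = 2 mM ZnCl2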
An asterisk follows results filed as active; / = no result given.

SMILES | FID counter | GPR7 antagonist | OXTR ag | MEKK2 WT-MEK5 | MEKK2mut PB1 HTS | MEKK3 PB1 HTS | NALP1 inh | PHOSPHO1 block | M18AAP inhibitor
CN(C)CCn1c(=O)n(-c2cccc(Cl)c2)c(=O)c2c3c(sc21)CCCCC3 | 11 | -4 | 2.2 | 117 | 7 | 103 | 7 | 49 | 7
Cc1ccc(Cl)cc1N(Cc1ccc(C(=O)NCc2cccnc2)cc1)S(=O)(=O)c1ccccc1 | -11 | -16 | 2.5 | / | / | / | 22 | 16 | 0
O=C1OC(N2C(=O)CC[C@H]2C(=O)NCC2CCCO2)c2ccccc21 (stereo not given in full) | -6 | 0 | 0.4 | 99 | 3 | 102 | 14 | -70 | 3
CCc1ccc(C(=O)C(C)OC(=O)C2COc3ccccc3O2)cc1 (stereo not given) | -12 | -11 | -0.9 | 100 | -1 | 100 | 22 | -2 | -2
COc1ccc(C(=O)N2CCc3cc(OC)c(OC)cc3C2)cc1OC | -17 | 1 | -0.6 | 102 | -1 | 97 | 5 | 10 | 6
O=C(NC(=S)N1CCCc2ccccc21)c1ccccc1 | 4 | 4 | -0.7 | 102 | -1 | 101 | -1 | -81 | 0
Cn1c(=O)c2c(nc(NC3CCCCC3)n2CC(O)COc2ccccc2)n(C)c1=O (stereo not given) | -4 | 6 | -2.2 | 108 | 12 | 106 | 21 | -14 | -5
COc1ccc(Br)cc1CN1CCCC(C(=O)N2CCCCCC2)C1 (stereo not given) | 31 | 13 | 1.8 | 105 | -2 | 97 | -10 | 13 | -3
Cc1c(NC(=O)CSc2ccccc2Cl)c(=O)n(-c2ccccc2)n1C | -6 | -7 | -0.1 | 88 | -9 | 86 | -7 | 40 | -4
Cc1ccc(-c2nc(CN3CCN(C(=O)C4CCCO4)CC3)cs2)cc1 (stereo not given) | -39 | -19 | 2.9 | 98 | -1 | 101 | 5 | 22 | 1
Cc1ccc(Cn2nc(C)cc2C(=O)Nc2ccc(Cl)cc2)cc1 | -10 | -4 | -2.1 | 105 | 1 | 105 | 31 | 3 | 2
Cc1ccc(-c2nn(C)c(=O)c3ccccc23)cc1CNC(=O)c1ccccc1 | -33 | -15 | -2.1 | 97 | -1 | 96 | 12 | 29 | -9
COc1ccc(N=c2oc3ccccc3cc2C(=O)Nc2ccccn2)cc1OC | 15 | -11 | 0.1 | 110 | 2 | 110 | 2 | 1 | 4
Cn1c(=O)oc2cc(S(=O)(=O)N3CCCC(C(=O)N4CC=C(c5ccccc5)CC4)C3)ccc21 (stereo not given) | -22 | 8 | / | / | / | / | -17 | -11 | -1
O=C(N/N=C1\CC2CC=CC12)c1ccc(O)cc1 (stereo not given) | -5 | -1 | 1.2 | 93 | -1 | 96 | 5 | 2 | -9
COc1ccc(N2CCN(c3cc(C)nc4ccc(OC)cc34)CC2)cc1 | 16 | 2 | -0.5 | 101 | -6 | 101 | 32 | 24 | 9
Cc1ccc(S(=O)(=O)N2CCCC2C(=O)N2CCCCCC2)cc1 (stereo not given) | -15 | -1 | -0.5 | 103 | 1 | 98 | 7 | -3 | -2
COC(=O)[C@H]1CCCN1C(=O)Nc1cccc(Oc2c(F)c(F)c(F)c(F)c2F)c1 | -16 | -7 | 1.4 | 96 | -3 | 101 | 2 | -5 | 4
COc1ccc(NC(=O)CSc2nnnn2C2CCCCC2)cc1 | -24 | 3 | 0.4 | 98 | -10 | 100 | 13 | 24 | -2
O=C1C2CC=CCC2C(=O)N1c1ccc(NCCc2ccccc2)c([N+](=O)[O-])c1 (stereo not given) | 0 | 0 | 1.1 | 85 | -7 | 80 | 24 | 1 | -4
OCC1(CCCc2ccccc2)CCN(Cc2cnc(N3CCOCC3)s2)CC1 | 8 | -17 | 3.8 | 104 | -2 | 98 | 16 | 27 | 0
COc1cc(NC(=O)c2[nH]c(C)c(C(C)=O)c2C)cc(OC)c1OC | -18 | -1 | 4.1 | 94 | 0 | 98 | 13 | 26 | 0
O=C1C(C=NCCCN2CCOCC2)=C(O)c2ccccc21 | 2 | -5 | 0.0 | 102 | 4 | 100 | -14 | 14 | 3
CCOC(=O)N1CCN(c2c(Nc3ccc4c(c3)OCCO4)c(=O)c2=O)CC1 | -12 | -4 | 0.3 | 106 | 12 | 107 | -20 | 4 | 8
COc1ccc(NC(=O)CCCc2ccccc2)c(OC)c1 | -15 | -3 | -2.2 | 109 | 3 | 107 | 1 | 30 | 4
COc1ccc(C2C(C(N)=O)=C(C)Nc3nc(-c4ccccc4Cl)nn32)c(OC)c1 (stereo not given) | 1 | -7 | -0.2 | 96 | -1 | 95 | -1 | -6 | 0
CS(=O)(=O)N1CCc2cc(-c3csc(NC(=O)Cc4cccs4)n3)ccc21 | -11 | 39* | 6.3 | 109 | 5 | 106 | -8 | -43 | 7
C/C(=N\NC(=O)c1cc(Br)ccc1O)c1cccc(NC(=O)c2ccccc2F)c1 | -7 | -19 | 5.7 | 107 | 6 | 100 | 2 | 8 | 8
CCCC(O)(CCC)C(=O)NNc1ccccc1 | -4 | -3 | 0.6 | 104 | 10 | 107 | -5 | -11 | -5
CCN(CC)S(=O)(=O)c1ccc2nc(CSc3nnnn3-c3ccc(O)cc3)[nH]c2c1 | -6 | 4 | 4.7 | 103 | 2 | 103 | 13 | 1 | 1
O=C(CN(C(=O)c1csnn1)c1cccc2c1CCCC2)NCc1ccccc1 | -31 | 8 | 2.1 | 94 | -4 | 99 | 10 | -2 | 9
NC(=O)CSc1nnc(-c2ccc(S(=O)(=O)N3CCOCC3)cc2)n1Cc1ccccc1 | -15 | 9 | 1.1 | 99 | 0 | 100 | -18 | -23 | -5
CCCN1CCN(C(=O)c2cccc3c2C(=O)N(CCOC)C3)CC1 | -1 | -8 | 0.5 | 113 | 8 | 109 | 16 | -1 | 0
Cc1ccc(C(C(=O)NC(C)(C)C)N(C(=O)c2csnn2)c2ccccc2F)o1 (stereo not given) | -21 | -9 | -0.4 | 101 | -1 | 105 | 8 | 14 | 4
Cc1cc(C(=O)COC(=O)C2=NNC(=O)CC2)c(C)n1-c1ccc(OC(F)F)cc1 | -15 | -2 | 0.5 | 104 | 7 | 103 | 39 | 22 | 5
O=C(NCCC1=CCCCC1)C1CCN(S(=O)(=O)c2ccc(Br)s2)CC1 | -21 | 10 | 11 | 98 | 0 | 100 | 21 | -5 | 0
COc1ccc(/C=N\Nc2ccccn2)c(OC)c1 | -2 | -8 | / | 105 | 5 | 103 | 0 | 3 | 5
C=CCn1c(C)nnc1SCC(=O)c1[nH]c(C)c(C(C)=O)c1C | -3 | -9 | 0.4 | 95 | -3 | 98 | 18 | 20 | -13
O=C(NC(=S)NNC(=O)c1ccccc1O)c1ccc(F)cc1 | -5 | -3 | 34* | 108 | 2 | 103 | -1 | -104 | 28
C/C(=N\NC(=S)Nc1ccccc1C)c1ccc(O)cc1 | -2 | -5 | 2.4 | 91 | -11 | 97 | -18 | 36 | 25
COc1cccc(NC(=O)CSCc2n[nH]c(=O)[nH]2)c1 | 0 | -16 | 0.5 | 101 | 4 | 100 | 12 | 12 | 2
COc1ccc(S(=O)(=O)Nc2ccc(S(=O)(=O)Nc3ccc(F)cc3)cc2)cc1C | -2 | -8 | 2.5 | 89 | 1 | 95 | 10 | 9 | -3
COc1ccc(C(=O)NCc2ccc(S(N)(=O)=O)cc2)cc1[N+](=O)[O-] | -7 | -9 | 0.7 | 99 | -1 | 106 | 6 | 32 | 0
COc1ccc(-c2cc(-c3nnc(COC(=O)C4CC4C)o3)c3ccccc3n2)cc1OC (stereo not given) | -12 | -9 | -0.2 | 88 | -2 | 96 | 10 | 12 | -4
O=C(N/C=N/OCc1ccc(Cl)cc1Cl)NOCc1c(Cl)cccc1Cl | -5 | -10 | -0.6 | 95 | 1 | 102 | 9 | -7 | 13
O=C(c1ccc(Cl)cc1)c1cn[nH]c1-c1ccccc1O | -6 | -7 | 7.9 | 98 | -3 | 100 | 9 | 30 | 0
Cc1ccc2c(c1)N(C(=O)CCC(=O)NCCCN1CCN(C)CC1)CCO2 | -4 | -10 | 0.3 | 103 | -1 | 100 | 11 | 28 | -1
O=C(NCCN1CCC(Cc2ccccc2)CC1)C1CCN(S(=O)(=O)N2CCC3(CC2)OCCO3)CC1 | 16 | 11 | 0.9 | 116 | 6 | 105 | 4 | -2 | 2
CC(C)N(C(=O)CSc1nnc(Cn2nnc3ccccc32)n1C)C(C)C | -12 | -11 | 0.6 | 103 | 6 | 100 | 6 | -6 | -11
COc1cc(C(=S)N2CCN(c3ccccc3Cl)CC2)cc(O)c1O | -11 | -17 | 3.2 | 94 | -3 | 99 | -16 | -90 | 54*
COc1cc(/C=C/C(=O)OCC(=O)NCCN2C(=O)CSC2=O)ccc1OC(F)F | -20 | -8 | -2.1 | 103 | 7 | 100 | 0 | -3 | 10
COC(=O)[C@@]1(Cc2ccc(F)cc2)[C@H]2c3cc(C(=O)N4CCCC4)n(CCc4ccc(O)c(O)c4)c3C[C@H]2CN1C(=O)c1ccccc1 | -45 | 21 | 4.1 | 84 | -6 | 82 | 3 | -6 | 75*
CCc1ccc(NC(=O)c2ccc(NC(=O)C3CCCO3)cc2)cc1 (stereo not given) | -24 | -13 | 6.9 | 98 | -2 | 100 | 7 | 7 | 0

Retrieved one by one from the entries so far, seven records:
SMILES | FID counter | GPR7 antagonist | OXTR ag | MEKK2 WT-MEK5 | MEKK2mut PB1 HTS | MEKK3 PB1 HTS | NALP1 inh | PHOSPHO1 block | M18AAP inhibitor
O=C(N/C=N/OCc1ccc(Cl)cc1Cl)NOCc1c(Cl)cccc1Cl | -5 | -10 | -0.6 | 95 | 1 | 102 | 9 | -7 | 13
COc1cc(C(=S)N2CCN(c3ccccc3Cl)CC2)cc(O)c1O | -11 | -17 | 3.2 | 94 | -3 | 99 | -16 | -90 | 54*
CCc1ccc(NC(=O)c2ccc(NC(=O)C3CCCO3)cc2)cc1 (stereo not given) | -24 | -13 | 6.9 | 98 | -2 | 100 | 7 | 7 | 0
COc1cc(/C=C/C(=O)OCC(=O)NCCN2C(=O)CSC2=O)ccc1OC(F)F | -20 | -8 | -2.1 | 103 | 7 | 100 | 0 | -3 | 10
Cc1ccc2c(c1)N(C(=O)CCC(=O)NCCCN1CCN(C)CC1)CCO2 | -4 | -10 | 0.3 | 103 | -1 | 100 | 11 | 28 | -1
COc1cccc(NC(=O)CSCc2n[nH]c(=O)[nH]2)c1 | 0 | -16 | 0.5 | 101 | 4 | 100 | 12 | 12 | 2
COC(=O)[C@@]1(Cc2ccc(F)cc2)[C@H]2c3cc(C(=O)N4CCCC4)n(CCc4ccc(O)c(O)c4)c3C[C@H]2CN1C(=O)c1ccccc1 | -45 | 21 | 4.1 | 84 | -6 | 82 | 3 | -6 | 75*

Individual results from the results shown.
COC(=O)[C@@]1(Cc2ccc(F)cc2)[C@H]2c3cc(C(=O)N4CCCC4)n(CCc4ccc(O)c(O)c4)c3C[C@H]2CN1C(=O)c1ccccc1 | FID counter = -45
O=C(N/C=N/OCc1ccc(Cl)cc1Cl)NOCc1c(Cl)cccc1Cl | M18AAP inhibitor = 13
